Lamin A splicing: modulators of lamin A splicing; HeLa LMNA splicing GFP/RFP minigene ratio, 48 h; Potency, µM (series often up to 46.1 µM), without a hit: top-dose ratio change, negative = inhibition, hits mostly inhibitors; hit rate 0.01% among 200,000; AID 1487; active means well fitted inhibition curve with a large enough effect in the signal ratio, with a control signal flat, not every such curve was filed as active; inconclusive means small, poorly fitted or top-dose-only effect, or effect the other way, or a change in a side signal; the % refers to the signal ratio; further: potency means the concentration at half of the fitted maximal effect; on the % scale 0 is the no-effect control and ±100 the full control effect
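S3 HeLa stable clones carrying a lamin A-EGFP splicing minigene plus DsRed2 were seeded at 600 cells/well in Opti-MEM with 2% FBS, pin-dosed and incubated 48 h at 37°C. Acumen cytometry (488 nm) gave the GFP/RFP total-intensity ratio.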
Epigenetic reg: regulators of epigenetic silencing causing reporter derepression in mouse cells. murine LDR cells, GFP reporter derepression, 30 h. Potency, µM (highest dose often 53.9 µM), for the others: at the top dose GFP activation, hits mostly activators. hit rate 0.2% among 280,000. AID 1865; further: potency means the concentration at half of the fitted maximal effect; % of control where 0% means no effect; nearly all actives have a fitted effect of over 60% in size
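Derepression of a silenced CMV-GFP reporter in murine LDR cells is scored by enumerating GFP-positive cells with a laser-scanning microplate cytometer after 30 hours of treatment at 37 C.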
HTT aggregate: reduces HttQ103-GFP aggregates in PC12 cells. PC12 HttQ103-GFP aggregates, Acumen cytometry, 40 h. Potency, µM (top dose mostly 46.1 µM), for the others: at the highest dose activity change, negative = inhibition, actives largely listed as inhibitors. hit rate 1.1% among 220,000. AID 1688; further: potency means the concentration at half of the fitted maximal effect; on the % scale 0 is the no-effect control and ±100 the full control effect; nearly all actives have a fitted effect of over 60% in size
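PC12/HTTQ103-GFP, ecdysone-inducible; teb 100 nM; cpd qHTS titration; GFP aggregates read on laser cytometer, Ex 488/Em 500-530 nm.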
KinaseGlo FLuc: blocks Kinase-Glo luciferase, a counter-screen artifact; Potency, µM (highest dose often 38.3 µM), inactives show at the top dose activity change, negative = inhibition, most hits filed as inhibitors; Q27757; AID 1379; Kinase-Glo luciferase, ATP luminescence, 8 min; hit rate 0.28% among 200,000; further: potency means the concentration at half of the fitted maximal effect; on the % scale 0 is the no-effect control and ±100 the full control effect; nearly all actives have a fitted effect of over 60% in size
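Inhibition of Kinase-Glo luciferase light generation was assessed at 10 uM ATP in pH 7.2 imidazole buffer, with luminescence measured after eight minutes at ambient temperature.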
NPSR antag: blocks cAMP signaling of the human neuropeptide S receptor. hit rate 1% among 220,000. CHO-NPSR cells, cAMP TR-FRET, antagonist mode. Potency, µM (series often up to 38.3 µM), for inactives: at the top dose activity change, negative = inhibition, most hits filed as inhibitors. AID 1461; further: potency means the concentration at half of the fitted maximal effect; on the % scale 0 is the no-effect control and ±100 the full control effect; nearly all actives have a fitted effect of over 50% in size; many of its hits are not listed in these tables
Target sequence (Q6W5P4 whole entry, looked up): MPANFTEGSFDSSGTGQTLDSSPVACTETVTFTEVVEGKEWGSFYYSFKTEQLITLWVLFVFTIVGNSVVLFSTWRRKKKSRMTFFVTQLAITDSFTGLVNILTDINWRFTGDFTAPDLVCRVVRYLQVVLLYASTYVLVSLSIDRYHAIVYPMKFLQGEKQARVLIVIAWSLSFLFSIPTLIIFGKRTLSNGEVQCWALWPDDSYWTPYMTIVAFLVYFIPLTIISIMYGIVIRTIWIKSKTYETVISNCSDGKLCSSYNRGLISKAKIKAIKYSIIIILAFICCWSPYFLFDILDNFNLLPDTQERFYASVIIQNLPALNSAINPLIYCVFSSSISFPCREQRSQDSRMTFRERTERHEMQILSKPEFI
IMPase Li inh: cell-permeable IMPase inhibitors with lithium potentiation. AID 1457. hit rate 0.35% among 210,000. CHO-M1 cells, IP1 TR-FRET (IP-One), carbachol + lithium. Potency, µM (series often up to 59.4 µM), for the others: at the top dose activity, negative = IMPase inhibition, most hits filed as inhibitors;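 further: IP1 builds up when IMPase is blocked and the TR-FRET signal falls; potency means the concentration at half of the fitted maximal effect; plate controls were basal vehicle for no effect and high inhibitor control for full effect; nearly all actives have a fitted effect of over 50% in size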
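IP1 accumulation measured by competitive TR-FRET in lysed CHO-M1 cells after 30 min compound exposure at 37C, with a small lithium addition to potentiate weak responses. Hill-equation AC50 from ratio and donor-channel data.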
CBFb RUNX1 block: inhibitors of human CBF-beta and RUNX1 interaction | Potency, µM (titrated, usually from 59.8 µM), for inactives: at the highest dose activity, negative = inhibition, most hits filed as inhibitors | Q01196+Q13951 | AlphaScreen CBFb-His/RUNX1-biotin binding, biochemical | AID 1477 | 230,000 tested, under 10 active; further: % of control where 0% means no effect
Target sequence (Q01196 whole entry, looked up): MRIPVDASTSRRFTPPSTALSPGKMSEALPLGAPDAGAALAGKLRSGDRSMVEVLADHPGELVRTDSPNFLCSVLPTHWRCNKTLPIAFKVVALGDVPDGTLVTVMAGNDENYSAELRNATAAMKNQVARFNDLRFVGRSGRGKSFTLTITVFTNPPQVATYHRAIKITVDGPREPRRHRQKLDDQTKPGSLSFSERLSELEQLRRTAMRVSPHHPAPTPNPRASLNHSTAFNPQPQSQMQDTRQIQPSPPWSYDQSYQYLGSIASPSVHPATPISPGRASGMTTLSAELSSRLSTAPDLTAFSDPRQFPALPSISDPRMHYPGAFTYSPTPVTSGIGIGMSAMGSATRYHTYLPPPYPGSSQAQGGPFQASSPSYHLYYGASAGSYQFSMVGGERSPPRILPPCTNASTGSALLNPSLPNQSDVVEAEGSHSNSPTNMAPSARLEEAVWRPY
Target sequence (Q13951 whole entry, looked up): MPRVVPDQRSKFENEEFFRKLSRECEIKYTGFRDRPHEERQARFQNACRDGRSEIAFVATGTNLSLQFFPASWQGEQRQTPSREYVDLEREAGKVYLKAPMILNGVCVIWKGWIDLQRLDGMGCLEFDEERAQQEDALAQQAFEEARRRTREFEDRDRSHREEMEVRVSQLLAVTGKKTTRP
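Proteins preincubated together for 20 min at RT before compound addition; 15 min later, nickel and streptavidin beads were added and left 90 min prior to AlphaScreen measurement.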
Numbers without * were called inactive; ? = inconclusive; nt = not tested or not shown; [ ] = another dose, or the depositor's remark. Unless noted, the call rests on the fitted dose curve; in most records, active means well fitted curve in the direction sought with a large enough effect; inconclusive means small, poorly fitted or top-dose-only effect, or another doubt; inactive means no such curve, though single readings can be large; an effect the other way counts as inactive or inconclusive. These rows are one share of the data; rates above refer to the full screens.

Results follow in this order: Lamin A splicing	Epigenetic reg	HTT aggregate	KinaseGlo FLuc	NPSR antag	IMPase Li inh	CBFb RUNX1 block
OCCN1CN=C(Nc2nc3ccccc3o2)NC1
  -3%	1.0%	9%	0%	-4%[46.1 µM]	-4%[38.3 µM]	4%
CCCCOc1ccc(CSc2n[nH]c(C)n2)cc1
  ?	-0.9%	?	5%	-14%[46.1 µM]	-4%	12%
COc1cc(OC)c(C2=NOC(C(=O)O)C2)cc1Cl (configuration not stated)
  -5%	-0.3%	?	-7%	-3%[46.1 µM]	-4%[38.3 µM]	7%
COC(=O)CCC(=O)OC1(C)C(=O)C2=CN(CC(C)C)C(c3ccc(OC)cc3)=CC2=C(Br)C1=O (configuration not stated)
  0%[9.22 µM]	-1.1%	-26%[9.22 µM]	-3%[7.66 µM]	-24%	5%	?
COc1cc(-c2nnc(CSc3nnc4nc(C)cc(C)n34)o2)cc(OC)c1OC
  2%	-1.0%	20%	-2%	-2%[46.1 µM]	9%[38.3 µM]	-1%
CCOc1ccc(-c2[nH]ncc2Oc2ccccc2OC)c(O)c1
  0%	5.1%	-12%	0%	-20%[46.1 µM]	39%[activator][38.3 µM]	-13%
CCOC(=O)C(NC(=O)CCl)(Nc1sc(C)c(CC)c1C#N)C(F)(F)F (configuration not stated)
  ?	1.0%	?	-4%	10%	-6%	-5%
CCOC(=O)c1c(NC(=O)CSc2n[nH]c(CNc3ccccc3)n2)sc(C)c1C
  13%	-1.0%	7%	1%	-33%	16%	-8%
O=C(N/C(=C\c1ccc([N+](=O)[O-])cc1)C(=O)N1CCCCC1)c1ccccc1
  20%[46 µM]	1.3%	-37%	-3%	8%	7%	-9%
CCOc1cc2[nH]c(=S)n(CCC(=O)NCc3ccco3)c(=O)c2cc1OCC
  nt	0.0%	-7%	0%	-12%	?	2%

Continued; the last 2 above are carried over.
Results follow in this order: Lamin A splicing	Epigenetic reg	HTT aggregate	KinaseGlo FLuc	NPSR antag	IMPase Li inh	CBFb RUNX1 block
O=C(N/C(=C\c1ccc([N+](=O)[O-])cc1)C(=O)N1CCCCC1)c1ccccc1
  20%[46 µM]	1.3%	-37%	-3%	8%	7%	-9%
CCOc1cc2[nH]c(=S)n(CCC(=O)NCc3ccco3)c(=O)c2cc1OCC
  nt	0.0%	-7%	0%	-12%	?	2%
COc1ccc(-n2c(=O)c3c4c(sc3n(CC(=O)Nc3cc(C)[nH]n3)c2=O)CCCC4)c(OC)c1
  18%[46 µM]	-1.1%	4%	-3%	-28%	-7%	-26%
CCCOc1ccc(N2C(=O)C/C(=C\c3ccccc3)C2=O)cc1
  nt	-1.2%	33%[9.22 µM]	nt	33%	nt	24%
COc1ccc(NC(=O)CS(=O)CC(=O)NCC2OCCc3ccccc32)cc1 (configuration not stated)
  nt	-0.2%	-2%	0%	19%	-7%	14%
Clc1ccccc1-c1nnc2sc(CCc3ccccc3)nn12
  ?	0.0%	-33%	-1%	-15%[46.1 µM]	11%	2%
CCOc1ccc(C(C)NC(=O)c2cccnc2OCC)cc1OCC (configuration not stated)
  -7%[46 µM]	0.1%	-4%	5%	0%	21%	5%
CCN1CCN(C(=O)c2oc(=O)c3ccccc3c2-c2ccc(C)cc2)CC1
  ?	-1.0%	22%	5%	23%	18%	-3%
Cc1cc(C(F)(F)F)n2nc(-c3sccc3-n3cccc3)cc2n1
  2%	0.3%	5%	-1%	-18%[46.1 µM]	5%[38.3 µM]	4%
Cc1ccc(NC(=O)COC(=O)CCNS(=O)(=O)c2ccc(C)c(C)c2)cc1
  -5%	-1.5%	0%	1%	16%	-5%	4%
CC1(C)CC(Cc2nc(=S)[nH][nH]2)C(=O)O1 (configuration not stated)
  nt	1.1%	3%	-1%	10%	3%	7%
COc1cc(NC(=O)COC(=O)CNC(=O)c2ccc(C)cc2)c(C)cc1[N+](=O)[O-]
  -8%	0.0%	6%	-2%	?	-12%	-6%
CCn1c(SCC(=O)N/N=C/c2ccccc2OCC(=O)O)nnc1-c1ccc(OC)cc1
  nt	-1.1%	-9%[9.22 µM]	2%	-4%	3%	-1%
COc1ccccc1/C=N/Nc1nccnc1Cl
  5%	-4.5%	-9%[9.22 µM]	?	-1%[46.1 µM]	-7%[38.3 µM]	-2%
COc1ccc(CC(=O)Nc2ccc(-c3cn4ccc(C)cc4n3)cc2)cc1
  -2%	0.0%	-7%	-5%	-3%[46.1 µM]	8%[38.3 µM]	-1%
O=[N+]([O-])c1ccc(Sc2n[nH]c(-c3ccccc3)n2)nc1
  ?	-1.0%	-15%	-1%	-7%[46.1 µM]	-8%[38.3 µM]	1%
COc1ccc(Cn2nnnc2CN(Cc2cc3ccc(C)cc3[nH]c2=O)C2CCCC2)cc1
  ?	1.6%	-6%[9.22 µM]	-4%	?	6%[38.3 µM]	1%
CCOc1ccccc1CN1CCN(Cc2nc3c(s2)CCCC3)CC1CCO (configuration not stated)
  nt	9.2%	3%[9.22 µM]	-7%	13%	21%	2%
COC(=O)c1ccccc1OCCOCCOc1cccc2cccnc12
  -8%	-3.0%	-12%	-2%	11%	0%	-8%
CCOC(=O)/C(C#N)=C/Nc1ccccc1OC(F)(F)F
  nt	1.1%	12%[9.22 µM]	nt	3%	nt	0%
O=C(CCc1ccccc1)Nc1ccccc1C(=O)NCc1ccco1
  -6%	-2.0%	-13%	1%	-5%[46.1 µM]	0%	-1%
Cc1ccc(C)c(NC(=O)C(Sc2nncn2C)c2ccccc2)c1 (configuration not stated)
  17%	-4.5%	-21%	2%	-3%[46.1 µM]	10%[38.3 µM]	2%
COc1cc(/C=C2\SC(=S)N(C(C(=O)O)c3ccccc3)C2=O)cc(OC)c1OC (configuration not stated)
  nt	-1.0%	12%[9.22 µM]	nt	-21%	nt	-8%
Cc1ccc(Cl)cc1NC(=O)c1cnn2c1NC(c1ccco1)CC2C(F)(F)F (configuration not stated)
  -2%	-4.9%	0%[9.22 µM]	0%	?	0%[38.3 µM]	-7%
CCC(C)N1C(=O)CN(C2CCCCCC2)C(=O)C1c1ccccc1F (configuration not stated)
  -1%[9.22 µM]	2.2%	-10%	-6%	-20%	8%	4%
COc1ccc(C2=Nn3c(nnc3-c3ccccn3)SC2)cc1OC
  -2%	0.7%	22%	0%	8%[46.1 µM]	12%[38.3 µM]	-4%
CCC(CC)c1nnc(NC(=O)CCCN2C(=O)c3ccccc3C2=O)s1
  1%	-4.7%	31%	-4%	-13%[46.1 µM]	25%[38.3 µM]	5%
CCc1ccc(CNC(=O)CN2C(=O)COc3ccccc32)cc1
  -13%	1.2%	-12%	2%	-8%[46.1 µM]	6%[38.3 µM]	1%
O=C1Nc2ccccc2C12OCC(COc1ccc(Cl)cc1)O2 (configuration not stated)
  -22%	-0.2%	-12%	1%	-28%[46.1 µM]	27%[38.3 µM]	9%
COc1cccc([C@@H]2Oc3ccc(OC)cc3C(=O)[C@H]2OC(=O)NCc2ccco2)c1
  nt	-1.1%	nt	1%	nt	8%	5%
COC(=O)c1c(NC(=O)c2ccc(C)o2)sc2c1CCCCC2
  -6%	-2.1%	-1%	-2%	?	24%[38.3 µM]	?
Clc1ccc(CNc2cnccn2)cc1
  nt	1.1%	-13%	-1%	7%	-4%	5%
O=C(CN1C(=O)C2C3CCC(C3)C2C1=O)NCc1ccco1 (configuration not stated)
  1%[46 µM]	-1.1%	2%[9.22 µM]	-2%	-26%	-8%	1%
CN(C(=O)c1cccs1)c1ccccc1C(=O)O
  -10%	-1.0%	?	-1%	5%[46.1 µM]	14%[38.3 µM]	-8%
Cc1ccc(C(=O)NCCCn2ccnc2)cn1
  8%	2.8%	3%[9.22 µM]	5%	-11%[46.1 µM]	-6%[38.3 µM]	-6%
CCOc1ccccc1OCCCC(=O)Nc1sccc1C(N)=O
  -3%	0.0%	3%	6%	10%	-2%	8%
Fc1ccc(-c2csc3ncnc(Nc4ccc(N5CCOCC5)cc4)c23)cc1
  7%[0.0737 µM]	0.0%	?	-1%	-30%[46.1 µM]	7%[38.3 µM]	-23%
O=c1cc(-c2cccc([N+](=O)[O-])c2)[nH][nH]1
  8%	0.9%	-11%	2%	17%	17%	-15%
Cc1c(CC(C)C)nc(N)c(C#N)c1-c1ccccc1
  -20%	-7.4%	-4%[9.22 µM]	2%	-15%[46.1 µM]	8%[38.3 µM]	1%
CCOC(=O)c1c(NC(=O)Cn2c(=O)oc3ccccc32)oc(C)c1C(C)=O
  2%	-1.1%	-2%	3%	-16%[46.1 µM]	5%	3%
COC(=O)c1c(C(=O)OC)c(C)n(Cc2ccco2)c1C
  6%	0.9%	-11%	-1%	-8%[46.1 µM]	19%[38.3 µM]	-8%
CC(C)c1ccccc1NC(=O)CNC(C)c1ccc(F)cc1 (configuration not stated)
  6%[46 µM]	-1.5%	-8%	0%	-20%	0%	19%
COc1ccccc1-c1ccc(=O)n(CC(=O)NC2CCc3ccccc32)n1 (configuration not stated)
  1%[46 µM]	0.0%	-30%[9.22 µM]	-3%	41%	26%	12%
CC(CCc1ccccc1)NC(=O)C1CCCN(C(=O)c2cc3sccc3n2C)C1 (configuration not stated)
  ?	-1.0%	?	-6%	?	32%[activator][38.3 µM]	-9%
CCOc1ccccc1CN1C(=O)c2ccccc2C1C(=O)NC(C)CC (configuration not stated)
  -1%	1.9%	21%	-4%	-12%[46.1 µM]	17%[38.3 µM]	-5%
C=CCOc1c(Br)cc(/C=N/Nc2ccc(C(=O)O)cc2)cc1OCC
  ?	1.0%	?	2%	-35%	5%	-3%
O=[N+]([O-])c1ccc(Cl)c(/C=N/n2c(C3CCCCC3)n[nH]c2=S)c1
  7%	-0.9%	?	-1%	-8%[46.1 µM]	-8%[38.3 µM]	4%
CC(C)Cc1nc(Cl)c(C#N)c2c1CCC2
  nt	-1.3%	3%[9.22 µM]	nt	10%	nt	-1%
NC(=O)NOCc1ccc(Cl)cc1Cl
  nt	-0.9%	3%	2%	22%	-1%	14%
CC12CCC(=O)N1C(C(=O)OCC(=O)Nc1sccc1C#N)CS2 (configuration not stated)
  -3%	0.6%	-8%	-3%	13%[7.67 µM]	0%[38.3 µM]	11%
CC(=O)c1ccc(Nc2cnn(C34CC5CC(CC(CC(=O)O)(C5)C3)C4)c(=O)c2Cl)cc1
  nt	0.9%	2%	12%	9%	-8%	-1%
CP(=O)(COC(=O)c1ccccc1)COC(=O)c1ccccc1
  -5%	-3.9%	-1%	0%	-18%[46.1 µM]	-9%[38.3 µM]	3%
CNCc1nc2ccccc2[nH]1
  nt	-3.2%	-16%[9.22 µM]	5%	9%	4%	1%
